NOD1 NF-kB reporter – NOD1 signaling inhibitors, primary screen, cell-based, luminescence, uHTS (AID 1578). NOD1-driven NF-kB luciferase reporter cells, luminescence; higher % means a stronger effect. inhibition, % at 4 µM; hits with a dose series show EC50 in µM. 290,000 compounds, 1% hits; in the data active = inhibition mostly above about 36%, no sharp cut-off; inactive = mostly below about 34%;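 note: HEK-293T reporter cells stimulated with the NOD1 agonist gamma-tri-DAP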
NTR1 agonist – agonists of NTR1, primary screen, imaging, U2OS cells, beta-arrestin-GFP, high content (AID 493036); Neurotensin receptor type 1 (Homo sapiens), P30989; NTR1-U2OS beta-arrestin-GFP spot imaging, agonist mode; activation, % at 20 µM; 330,000 compounds, 0.17% hits;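 active = activation at or above 40% of the spot to cytoplasm intensity ratio, with at least 20 cells analyzed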;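 note: 0% = DMSO without peptide and 100% = 100 nM NTR1 peptide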
Target sequence (P30989 whole entry, looked up): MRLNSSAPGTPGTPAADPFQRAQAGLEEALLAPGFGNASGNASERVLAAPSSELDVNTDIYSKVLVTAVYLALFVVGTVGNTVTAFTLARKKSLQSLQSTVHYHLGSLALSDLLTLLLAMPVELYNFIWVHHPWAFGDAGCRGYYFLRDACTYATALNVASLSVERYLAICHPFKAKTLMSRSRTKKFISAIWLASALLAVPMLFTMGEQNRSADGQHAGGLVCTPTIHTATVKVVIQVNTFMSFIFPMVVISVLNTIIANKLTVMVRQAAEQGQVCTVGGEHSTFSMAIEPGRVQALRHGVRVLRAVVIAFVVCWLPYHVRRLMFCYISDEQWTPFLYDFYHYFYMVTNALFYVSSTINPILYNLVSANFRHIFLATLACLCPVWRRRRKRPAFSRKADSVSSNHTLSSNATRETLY
NOD2 inhibition – NOD2 signaling inhibitors, cell-based, luminescence, uHTS, HEK293 (AID 1566) | HEK293 NOD2/NF-kB luciferase reporter, luminescence; higher % means a stronger effect | inhibition, % at 4 µM, or EC50 in µM where a hit was titrated | 290,000 compounds, 0.63% hits; note: many of its hits are not listed in these tables
TNAP activators – human TNAP enzyme activators, primary screen, biochemical, luminescent, no phosphate acceptor, uHTS (AID 1001); 200,000 compounds, 0.03% hits; purified TNAP, luminescent activation assay, no phosphate acceptor; higher activation fold means a stronger effect; one-dose activation fold at 20 µM; EC50 in µM for titrated hits; Alkaline phosphatase, tissue-nonspecific isozyme (Homo sapiens); in the data active = activation fold from about 3, or a potency from the dose series; inactive = the rest, 99 in 100 with activation fold below about 1.6; note: many of its hits are not listed in these tables
KOR beta-arrestin-1 – KOR agonists, beta-arrestin recruitment, primary screen, cell-based, luminescence, uHTS (AID 1777); activation, % at 10 µM; hits with a dose series show EC50 in µM; KOR beta-arrestin recruitment, luminescence; higher % means a stronger effect; 280,000 compounds, 0.02% hits; in the data active = activation above about 50%, passing the limit was not always enough; note: a part of the inactive calls stands beside numbers as strong as those of hits
KOR beta-arrestin-2 – KOR antagonists, beta-arrestin recruitment, cell-based, luminescence, uHTS (AID 1778); Kappa-type opioid receptor (Homo sapiens); KOR beta-arrestin recruitment, luminescence, antagonist mode; higher % means a stronger effect; one-dose inhibition, % at 10 µM; IC50 in µM for titrated hits; 290,000 compounds, 0.091% hits; note: strong numbers were not always called active
ER stress rescue – rescue of cells from ER stress-induced death, primary screen, 384-well, CSM14.1, thapsigargin, ATP luminescence (AID 1222); cellular ATP content (survival), % at 20 µM; hits with a dose series show EC50 in µM; 190,000 tested, under 10 active; CSM14.1 thapsigargin-induced death rescue, ATP luminescence; higher % means a stronger effect;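 active = EC50 below 50 µM in the dose-response confirmation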;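 note: death triggered by thapsigargin at about 15 µM added after 2 h compound pretreatment; cell ATP read after overnight thapsigargin exposure of roughly 18 to 22 hours; normalized against plate controls of thapsigargin alone and 5% DMSO vehicle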
Yfh1-depleted yeast – enhancers of respiration in Yfh1-depleted yeast, dose response, Friedreich's ataxia, plus single-dose screen (AID 1465); S. cerevisiae Yfh1-off respiration, WST-1 reduction, 72 h; higher fold induction means a stronger effect; one-dose fold induction at 50 µM; EC50 in µM for titrated hits; 220,000 compounds, 0.074% hits;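 active = fold induction of absorbance versus untreated yeast above a set limit, then at least 30% activation at any dose in follow-up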;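 note: activators that raise dye reduction in frataxin-depleted yeast; strong numbers were not always called active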
GPR55 beta-arrestin – GPR55 agonists via beta-arrestin recruitment, primary screen, imaging, U2OS cells, beta-arrestin-GFP redistribution (AID 1961) | U2OS GPR55 beta-arrestin-GFP redistribution imaging; higher % means a stronger effect | activation, % at 10 µM, or EC50 in µM where a hit was titrated | 290,000 compounds, 0.048% hits;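 active = activation above 40% with more than 50 cells counted in the well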;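 note: U2OS osteosarcoma cells stably expressing GPR55 and beta-arrestin-GFP; plate controls were DMSO negative control for no effect and LPI positive control for full effect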
NTR1 agonist cell count 20 µM – second read-out of NTR1 agonist, no call of its own (marks repeat the call); cell count; measured here: cell count, cytotoxicity flag
* marks the source's active call; other numbers are inactive results; i = inactive; nt = not tested or not shown; [ ] = dose if it differs, or a comment. Cut-off read from the data, not from the text of the source, unless noted: active = inhibition above about 50%; inactive = the rest. An excerpt; the hit share may differ from the screen's.

SMILES	NOD1 NF-kB reporter	NTR1 agonist	NTR1 agonist cell count 20 µM	NOD2 inhibition	TNAP activators	KOR beta-arrestin-1	KOR beta-arrestin-2	ER stress rescue	Yfh1-depleted yeast	GPR55 beta-arrestin
O=C(O)Cc1ccc(NC(=O)C2CC=CCC2C(=O)O)cc1 (stereo not drawn)	-19%	-0.6	78	-10%	1.1	7.2%	9%	-1.0%	i	1.5%
COc1ccc2nc(NC(=O)C(NS(=O)(=O)c3cccs3)C(C)C)sc2c1 (stereo not drawn)	-27%	1.5	78	-19%	1	0.8%	0%	-3.2%	i	0.2%
COc1ccc(C(=O)NCCNC(=O)c2cnccn2)cc1OC	-16%	-0.2	40	25%	nt	-0.7%	29%	nt	nt	-0.1%
Cc1ccc(CN2CCN(/N=C/c3ccco3)CC2)c(C)c1	-20%	-0.6	93	-5%	1	-1.9%	-16%	22%	i	1.3%
C=CCn1c(SCC(=O)Nc2cc(C)ccc2OC)nnc1-c1ccco1	-16%	2.1	66	-2%	1	7.7%	16%	2.9%	i	0.7%
O=C(COC(=O)CCC(=O)c1cccs1)NCc1ccco1	-19%	nt	nt	-7%	1.1	-5.0%	26%	nt	i	-0.1%
Cn1nnnc1SCc1cc(=O)n2ccsc2n1	-20%	-0.4	41	7%	1	6.9%	5%	-1.9%	i	-0.2%
Cc1cc(=O)oc2c3c(cc(OCC(=O)NCc4ccccc4)c12)OC(C)(C)CC3	12%	6.0	67	16%	nt	-4.9%	33%[20 µM]	nt	nt	-0.1%
CCOC(=O)NC(=O)CSc1ccc(C)cc1C	-32%	-1.6	55	1%	1.1	2.2%	-38%	1.3%	i	0.2%
COc1cc([C@H]2c3[nH]c4ccccc4c3C[C@H]3C(=O)N4[C@@H](c5cc(OC)c(OC)c(OC)c5)c5[nH]c6ccccc6c5C[C@H]4C(=O)N23)cc(OC)c1OC	-31%	4.9	92	1%	1.3	-2.0%	-12%	-2.5%	i	-0.2%
CC(=O)Nc1nonc1NC(=O)CSc1nc2ccccc2o1	-1%	0.9	91	3%	0.9	6.8%	-36%	-2.2%	i	-0.1%
c1coc(-c2nnc(-c3cccs3)o2)c1	-42%	4.3	59	-28%	1.1	0.1%	12%	nt	i	-0.1%
Cc1ccc(OCC(=O)Nc2cccc(-c3nnc(-c4ccccc4)o3)c2)cc1	1%	8.8	47	11%	1.1	12%	12%	0.1%	nt	0.5%
O=C(CSCc1ccccc1)Nc1ccccc1C(=O)Nc1ccc(C(=O)O)cc1	-4%	-0.8	46	-4%	nt	6.2%	-1%	nt	i	-0.1%
O=C(CCN1C(=O)/C(=C/c2ccc(F)cc2)SC1=S)NCCc1cnc[nH]1	-19%	-0.8	42	16%	nt	-4.6%	43%	nt	nt	0.3%
C=CCNC(=O)c1cc(Cl)cc(Cl)c1	-3%	1.7	64	6%	1	-5.9%	-6%	2.0%	i	0.5%
CC(Cc1ccccc1)C(=O)N[C@@H](CO)Cc1ccccc1 (stereo partly drawn)	38%	2.6	90	20%	1.1	3.9%	-30%	-3.9%	i	-0.1%
CC(C)Cn1c(=O)c2c(nc3n2CCS3)n(C)c1=O	-6%	-1.2	38	7%	nt	1.9%	22%	nt	i	0.7%
Cc1ccccc1OCCCC(=O)Nc1ccc(Br)cc1	-10%	4.1	56	-1%	1.1	-2.7%	16%	1.5%	i	-0.4%
FC(F)(F)c1cc(-c2ccccc2)nc(NCC2CCCO2)n1 (stereo not drawn)	-24%	-1.2	92	4%	1.1	1.5%	1%	-0.6%	i	0.2%
Cc1c(C)c2c(OCC(=O)NCc3ccccn3)cc3c(c2oc1=O)CCC(C)(C)O3	-13%	8.9	98	4%	nt	-5.5%	-29%[20 µM]	nt	nt	-0.1%
CCOC(=O)c1c(S(=O)(=O)N2CCN(c3ccc(C(C)=O)cc3)CC2)c(C)n(C)c1C	-1%	1.4	59	4%	nt	1.6%	-28%	nt	nt	-0.2%
O=Cc1cccn1-c1c(C(=O)O)cnn1-c1ccccc1	-31%	-0.3	50	-3%	1.1	-3.8%	-7%	1.4%	i	0.2%
N#Cc1c(N)sc(=S)c2c1CCN(Cc1ccccc1)C2	-26%	0.2	49	5%	0.9	25%	-14%	-2.3%	i	0.1%
Cc1ccc(-c2nc3ccccc3[nH]2)cc1NC(=O)c1ccco1	-31%	1.6	33	1%	1.1	nt	8%	-0.3%	i	-0.2%
CCN(CCCNC(=O)c1cn(CC)c2ccc(S(=O)(=O)N(C)C)cc2c1=O)c1cccc(C)c1	-26%	21	78	3%	1.1	1.2%	-15%	2.1%	i	-0.1%
COc1ccc(N(CC(=O)NCc2ccc(C)cc2)S(=O)(=O)c2c(C)noc2C)cc1	-6%	0.7	44	9%	nt	-0.1%	21%	nt	nt	-0.1%
Cn1c(=O)n(C)c2cc([N+](=O)[O-])c(N3CCN(S(=O)(=O)c4ccc(C(C)(C)C)cc4)CC3)cc21	-5%	11	39	18%	1.1	-5.5%	21%	-2.9%	i	0.0%
COC(=O)c1c(C(=O)OC)c(-c2ccc(Br)cc2)n2c1CS(=O)C2 (stereo not drawn)	1%	-1.0	44	15%	nt	-2.3%	1%	nt	nt	0.0%
CCOc1ccc(N(CC(=O)NC2CCCC2)C(=O)CCC(=O)Nc2nccs2)cc1	-24%	-0.2	54	-8%	nt	-1.7%	-22%	nt	nt	0.5%
O=C(O/N=C1\CCCCC1c1ccc([N+](=O)[O-])cc1[N+](=O)[O-])c1c(F)cccc1F (stereo not drawn)	5%	1.4	58	7%	1	-2.0%	20%	-2.0%	i	-0.3%
Cc1ccc2oc(C(=O)N(C)Cc3ccon3)c(C)c2c1	-70%	0.1	59	-29%	nt	-4.2%	24%	nt	nt	-0.2%
CCN1CCN(C2=C(NS(=O)(=O)c3ccccc3)C(=O)c3ccccc3C2=O)CC1	-15%	2.7	43	18%	nt	8.0%	-8%	nt	nt	-0.2%
CC(Sc1nnc(CN2CCCC2)n1Cc1ccccc1)C(=O)Nc1ccc(F)cc1 (stereo not drawn)	6%	2.0	60	0%	nt	3.3µM*	-12%	nt	nt	0.5%
O=C1C2CCCN2C(=O)N1CCCN1CCN(c2ccc([N+](=O)[O-])cc2)CC1 (stereo not drawn)	-34%	1.4	51	5%	nt	0.7%	2%[20 µM]	nt	nt	-0.3%
Cc1c(CCO)sc[n+]1CC(=O)OC12CC3CC(CC(C3)C1)C2	-23%	0.4	48	7%	0.4	5.8%	1%	-0.5%	i	0.5%
CCOc1ccc(NCC2CCOC(C)(C)C2)cc1 (stereo not drawn)	-39%	0.7	58	6%	1.1	-5.3%	-11%	0.0%	i	0.0%
Cc1ccc2c(-c3ccc([N+](=O)[O-])cc3)cc(=O)[nH]c2c1	-10%	-0.2	68	8%	nt	-0.3%	17%	nt	i	-0.1%
Cc1cc2c(SCC(=O)NCC3CCCO3)ncnc2s1 (stereo not drawn)	24%	3.0	26	-40%	nt	4.2%	-31%	nt	nt	-0.1%
COc1cccc(S(=O)(=O)NCc2ccc(C(=O)NCc3ccccn3)cc2)c1	-26%	1.7	41	-4%	nt	3.8%	-12%	nt	nt	0.2%
Cc1[nH]c2ccccc2c1C(=O)C(=O)N1CC(C)OC(C)C1 (stereo not drawn)	-22%	-1.1	60	-2%	nt	8.2%	-9%	nt	nt	-0.1%
C=CCc1ccc(OCC(O)CN2CCN(Cc3ccccc3)CC2)c(OC)c1 (stereo not drawn)	-8%	-1.0	64	2%	1	3.9%	4%[20 µM]	-2.0%	i	-0.1%
Cc1cccc(-c2noc(-c3ccccc3C(=O)NCc3ccco3)n2)c1	-13%	0.6	44	-105%	nt	2.6%	43%	nt	i	-0.3%
O=C(CNc1cccc2ccccc12)N/N=C/c1ccc([N+](=O)[O-])cc1	-13%	2.0	78	5%	1.1	16%	10%	0.5%	i	-0.2%
COc1ccc(NC(=O)CCN2C(=O)C3C4C=CC(C4)C3C2=O)cc1 (stereo not drawn)	-31%	-0.6	54	0%	1	-1.7%	-35%[20 µM]	-1.0%	i	-0.1%
COc1ccc(NC(=O)NS(=O)(=O)c2ccc(C)cc2)cn1	-8%	nt	nt	2%	nt	1.6%	9%	nt	nt	-0.3%
O=C(NCc1ccccc1)c1onc(CSc2ccccn2)c1C(=O)NCc1ccccc1	1%	-2.9	38	13%	nt	-2.2%	27%	nt	i	-0.2%
CC(C)(C)CC(=O)Nc1nnc(SCC(=O)NCc2cccs2)s1	-32%	0.3	41	2%	1	nt	-8%[20 µM]	0.3%	i	-0.1%
COc1cc2nc(SCc3ccc(Cl)cc3Cl)n(Cc3cccs3)c(=N)c2cc1OC	23%	11	63	-17%	0.9	2.7%	-12%	4.8%	i	2.7%
CCN1CCCC1CNCc1ccccc1OCc1ccc(F)cc1 (stereo not drawn)	-14%	-0.2	43	1%	1.1	-1.5%	-20%	4.9%	i	0.6%
COc1ccccc1N1CCN(C(=O)c2ccccc2Oc2ccccc2)CC1	15%	-0.6	45	-16%	1.1	3.2%	5%	1.4%	i	-0.2%
O=S(=O)(NN=C1CCCCCC1)c1ccccc1	13%	-0.4	68	12%	nt	-3.7%	22%	nt	nt	-0.2%
O=C(Nc1ccc(-c2ccc([N+](=O)[O-])cc2)cc1)c1ccccc1F	-46%	0.0	50	1%	1.1	-0.8%	-39%	-0.9%	i	0.0%
Cc1ccccc1NC(=O)COc1ccc(Br)cc1CNCCCO	-40%	-0.1	67	20%	1	-2.0%	-15%	-1.1%	i	-0.1%
CC(C)C(CO)N1CCN(Cc2ccccc2)CCC1=O (stereo not drawn)	-4%	0.5	78	6%	nt	-1.7%	26%	nt	i	0.0%
CN(C)S(=O)(=O)c1ccc(C(=O)N(c2ccccn2)c2ccccn2)cc1	-19%	-0.5	50	2%	1.1	-5.2%	5%	-1.2%	i	-0.1%
Cc1ccc2nc(Nc3nc(CSc4nnc(C)s4)cc(=O)[nH]3)nc(C)c2c1	-29%	-0.1	44	-21%	2	nt	-3%[20 µM]	4.7%	i	0.3%
CCOc1ccccc1N1CCN(Cc2cccc(OC)c2OC)CC1	-1%	-2.9	80	17%	1	0.2%	17%	-2.0%	i	-0.1%
